High-throughput results deposited in PubChem BioAssay by NCI.
NCI-60 one-dose screen, 48 h, at 10 µM unless noted. Numbers give growth in % (100 = growth as untreated, 0 = no growth, -100 = all killed).
HCT-15 – HCT-15 colon cancer; actives 5.2% (n = 82,000); AID 1794746
HCC-2998 – HCC-2998 colon cancer | actives 4.7% (n = 79,000)
SN12C – SN12C renal cancer cells; actives 3.8% (n = 81,000); AID 1794767
HCT-116 – HCT-116 colon cancer | actives 7.3% (n = 82,000)
SW-620 – SW-620 colon cancer; AID 1794795; actives 5.2% (n = 82,000)
UO-31 – UO-31 renal cancer | actives 5.2% (n = 81,000) | AID 1794768
HT29 – HT29 colon cancer | AID 1794748 | actives 7.4% (n = 81,000)
TK-10 – TK-10 renal cancer cells; actives 3.9% (n = 81,000); AID 1794769
786-0 – 786-0 renal cancer cells. actives 5.1% (n = 81,000). AID 1794775
The depositor's hits bear a star; nt = no result given; & = joins results of further samples; [ ] = remark or other dose. How the source made its calls: active means growth percent below 10; inactive means the rest.

SMILES	HCT-15	HCC-2998	SN12C	HCT-116	SW-620	UO-31	HT29	TK-10	786-0
COc1ccc(/C(=C2\O[C@@H]([C@H]3COC(C)(C)O3)[C@H]3OC(C)(C)O[C@@H]23)c2cc(OC)c(OC)c(OC)c2)cc1O	27	102	58	54	15	49	107	109	101
COc1cccc(OC)c1C(=O)N[C@@H]1C(=O)N2[C@@H]1SC(C)(C)[C@@H]2C(=O)O	108	105	98	98	107	85	99	106	96
Cc1sc2nc(NCCN)[nH]c(=O)c2c1C	93	101	90	98	96	91	95	97	84
CC1(c2ccccc2)NC(=O)N(CC(=O)Nc2cccc(I)c2)C1=O (stereo not given)	93	106	97	98	92	70	96	96	95
Cc1nn(-c2ccccc2)c2c1C(c1ccc(Cl)cc1)CC(=O)N2 (stereo not given)	95	98	112	102	107	98	108	130	105
C#COc1cccc(Nc2ncnc3ncc(NC(=O)CCl)cc23)c1	-30*[6.25 µM]	51[6.25 µM]	4.0*[6.25 µM]	-33*[6.25 µM]	-55*[6.25 µM]	-68*[6.25 µM]	-65*[6.25 µM]	-24*[6.25 µM]	-70*[6.25 µM]
O=C(Cc1cccc2ccccc12)N/N=C/c1ccc2c(c1)CCC2	57	82	84	66	55	63	62	89	88
C/C(=N\Nc1ccc(Cl)cc1)C(=O)O	66	76	77	51	34	31	61	107	60
COc1cc([C@@H]2c3cc4c(cc3[C@H](O)[C@@H](CO)[C@@H]2C(=O)O)OCO4)cc(OC)c1OC	115	101	102	94	98	77	94	101	99
Cc1cc(=O)oc2cc(OCc3cn(CC(O)CO)nn3)ccc12 (stereo not given)	105	nt	102	99	74	nt	115	105	111
Cc1cc(Br)cc(C)c1NC(=S)NN	96	96	93	98	104	84	107	88	90
COc1ccc2cc(C(C)C(=O)Nc3ccc(C(=O)Nc4ccc(S(=O)(=O)Nc5ncccn5)cc4)cc3)ccc2c1 (stereo not given)	81	107	99	100	104	93	107	107	105
CC(C)CC(N)C(=O)NCC(=O)O (stereo not given)	103	113	104	104	101	nt	107	104	101
Cc1c(OCC(=O)c2ccccc2)ccc2c1oc(=O)c1ccccc12	107	117	101	108	95	108	100	110	105
CC(C)=C1CCC(C)C/C1=N\NC(N)=S (stereo not given)	107&99	95&98	87&99	105&103	96&110	81&88	101&91	111&90	101&115
O=C1Nc2c(C(=O)O)cccc2/C1=N/c1n[nH]c(=S)s1	89	103	93	96	88	70	105	117	91
OC12CCCCC1Oc1ccc3ccccc3c12 (stereo not given)	89	104	106	96	104	80	109	112	96
Cc1ccc(-c2csc(-n3[nH]c(=O)ccc3=O)n2)cc1	61	108	96	83	103	79	101	107	95
CCN1CCN(c2nc(C)cc(N(CCCNc3ccnc4cc(Cl)ccc34)Cc3ccc4c(c3)OCO4)n2)CC1	-33*	-40*	30	-9.4*	-32*	-87*	-26*	-71*	-86*
Cn1c(=O)c2c(nc3n2CCCN3CCc2ccccc2)n(C)c1=O	105	112	98	100	108	88	84	110	92
C=C(C(=O)O)c1ccccc1	99	97	101	101	109	85	102	111	101
N#Cc1cc2[nH]c3ccc(OC(F)(F)F)cc3c2oc1=O	59	83	96	81	72	59	80	132	94
Nc1nn2c(-c3cc4cc(Br)ccc4oc3=O)ccnc2c1N=Nc1ccc(Br)cc1	32	39	-24*	16	43	0.3*	29	23	14
C=CCn1c(C)nc2cc(Nc3nc(N4CCN(C)CC4)nc4ccccc34)ccc21	109	106	101	103	102	87	110	122	99
Cc1sc2nc(N3CCC(Cc4ccccc4)CC3)[nH]c(=O)c2c1C	101	106	98	100	101	90	102	97	103
CCCOc1ccn2c(C(C)=O)cc(-c3ccccc3S(C)(=O)=O)c2c1	100	113	102	86	102	84	107	87	97
CN1C(=O)C2(Nc3cc(Cl)ccc3-c3ccnn32)c2ccccc21 (stereo not given)	103	102	101	83	103	73	98	103	98
Cc1ccc(C)c2c1SC1=NNC(Nc3ccc(Cl)cc3)=C(C#N)C(=N)N12	101	109	114	98	111	87	110	130	113
Nc1cccc(S(N)(=O)=O)c1	108	106	97	97	107	91	105	nt	95
COc1cc(OC)c2cc(C(=O)c3ccc(C#N)cc3)c(=O)oc2c1	105	107	82	92	106	85	104	98	84

A draw from above in order of heavy-atom count, descending.
SMILES	HCT-15	HCC-2998	SN12C	HCT-116	SW-620	UO-31	HT29	TK-10	786-0
CCN1CCN(c2nc(C)cc(N(CCCNc3ccnc4cc(Cl)ccc34)Cc3ccc4c(c3)OCO4)n2)CC1	-33*	-40*	30	-9.4*	-32*	-87*	-26*	-71*	-86*
CC1(c2ccccc2)NC(=O)N(CC(=O)Nc2cccc(I)c2)C1=O (stereo not given)	93	106	97	98	92	70	96	96	95
Cc1sc2nc(NCCN)[nH]c(=O)c2c1C	93	101	90	98	96	91	95	97	84

The listing continues:
SMILES	HCT-15	HCC-2998	SN12C	HCT-116	SW-620	UO-31	HT29	TK-10	786-0
CC(=O)C1=C(C)NC(=O)NC1c1ccccc1 (stereo not given)	106	114	101	109	105	86	112	110	106
CC(=O)Nc1ccc(-n2cnc3cc(-c4ccc(NS(C)(=O)=O)cc4)ccc32)cc1	32	21	46	34	72	32	34	84	52
O=C(Nc1ccc(Cl)cc1)Nc1ccc(Oc2ncnc3sc4c(c23)CCCC4)cc1	92	107	87	83	98	71	86	88	108
CC(C)(c1ccc(O)cc1)c1ccc(O)c(C(=O)O)c1	111	111	87	107	113	84	102	104	104
N#CCCN(CCCN1CCOCC1)CN1C(=O)c2ccccc2C1=O	104	101	108	109	114	77	107	103	111
CC(=O)OC[C@@H]1C2CCC(C2)[C@@H]1COC(C)=O	106	111	97	104	109	85	111	124	100
C#CC[C@@H]1C[C@]2(C)[C@H]3CC=C4[C@H]5[C@@H](C)[C@H](C)CC[C@]5(C(=O)NCCCN5CCN(CCCN)CC5)CC[C@@]4(C)[C@]3(C)CC[C@H]2C(C)(C)[C@H]1OC(C)=O	-84*	-34*	-44*	-84*	-51*	-84*	-73*	-33*	-97*
CC(=O)C(CCC(=O)O)(CCC(=O)O)c1ccccc1	109	106	105	80	105	98	99	102	101
COc1ccc2nc(Cl)c(/C=C3/SC(=O)NC3=O)cc2c1	90	100	83	95	81	72	98	104	102
COc1cc(-c2noc(CNC(=O)OCc3ccccc3)n2)cc(OC)c1OC	110	105	99	107	100	69	106	110	99
Clc1nccc2c(-c3csc(-c4c[nH]c5ccc(Br)cc45)n3)c[nH]c12	-49*	28	54	23	-31*	9.8*	5.9*	29	-68*
O=C(Cl)c1ccc2c(c1Cl)C(=O)c1ccccc1C2=O	105	nt	106	103	111	79	101	112	104
O=C(CN1CCCCC1)Nc1ccc2oc(=O)ccc2c1	104	110	101	101	98	79	104	108	107
C=C(C)[C@@H]1CC[C@]2(C(N)=O)CC[C@]3(C)[C@H](CC[C@@H]4[C@@]5(C)CCC(=O)C(C)(C)[C@@H]5CC[C@]43C)[C@@H]12	68	78	67	46	85	54	71	98	86
COc1ccc(OC)c(/C=N/NC(=O)c2ccc3cccc(O)c3n2)c1	95	113	94	102	106	82	105	131	105
O=C(Nc1ccccc1CNc1nc(Nc2ccc(OCCN3CCCC3)cc2)ncc1Cl)NC1CCCCC1	61	96	88	91	88	56	9.1*	116	-25*
OCC1OC2C(NC(=S)N2c2ccccc2)C(O)C1O (stereo not given)	99	104	91	111	98	101	101	109	110
Oc1ccccc1C=NCC(O)CN=Cc1ccccc1O (stereo not given)	95	103	94	103	102	90	109	114	104
Nc1cc(Cl)ccc1Nc1ccccc1	101	94	83	90	98	42	110	106	105
COc1ccc2c(c1OC)C(=O)N1c3ccccc3N=C(c3ccc(C)cc3)CC21 (stereo not given)	87	101	98	102	99	89	104	117	109
O=C(O)CCNC1CCCCC1	99	86	88	93	101	83	106	118	101
Cc1ccc(NC(=O)NNc2ccc([N+](=O)[O-])cn2)cc1	105	113	100	108	107	84	101	96	101
CCCCCCCCCCCCCCC(=O)N[C@@H](CCC(=O)N[C@@H](CSc1ccc([N+](=O)[O-])cc1[N+](=O)[O-])C(=O)NCC(=O)OCC)C(=O)Oc1ccccc1C1CC(=O)c2ccccc2O1 (stereo not given in full)	104	113	93	94	100	82	102	109	97
COc1nc(NCC(C)C)nc(NCC(C)C)n1	107	113	103	101	104	96	107	127	105
CC1(C)NC(=O)N(Br)C1=O	96	107	99	100	113	105	100	104	104
COc1ccc(C2C=C(c3ccc(Cl)c(Cl)c3)N=C3SC=C(C)N32)cc1 (stereo not given)	96	109	107	108	102	84	120	120	111
COc1ccc2cc(C(=O)c3coc4ccc(O)cc34)ccc2c1	103	103	99	94	116	68	96	103	94
CCCNc1nc2ccccc2c2c(=O)c3cc(OC)ccc3sc12	87	124	94	91	94	84	97	103	99
CCOC(=O)c1ccc(NC(C)=O)cc1	110&101	93&81	96&108	95&94	102&106	83&87	103&100	104&96	93&92
Cc1ccnc(-c2cc(C)ccn2)c1	65	106	98	110	109	60	101	94	96
Cc1ccc(S(=O)(=O)N2CCC(O)(c3ccccc3)CC2)cc1	101	105	107	105	104	102	106	109	103
Clc1cc2cc(-c3nc4ccccc4[nH]3)c(Cl)nc2cc1Cl	93	101	98	84	98	71	106	112	103
CCNC(=O)Oc1ccc(/C(=C(/C)c2ccccc2)c2ccc(OCCN3CCCCCC3)cc2)cc1	3.4*	25	26	-78*	-43*	-20*	-14*	67	-92*
COc1ccc(C(=O)c2cc3c(N)c(C(=O)Nc4cccc5ccccc45)sc3nc2C)cc1	19	21	23	6.6*	22	36	-68*	60	32
Cc1nc2c(c(N3CCCc4ccccc43)n1)CCC2	4.8*	18	32	-17*	22	30	3.4*	58	10
COc1ccc(C(=O)CSc2nc(Nc3ccc(S(N)(=O)=O)cc3)cc(-c3ccccc3)n2)cc1	91	109	101	101	86	87	104	120	101
CCCCCCCCCCCOc1ccc(/C=C/C(=O)c2ccc(OC)cc2)cc1	105	113	106	99	101	67	113	115	100
Cc1ccc(S(=O)(=O)Nc2ccc(C3=NNC(c4cccc(F)c4)C3)cc2)cc1 (stereo not given)	nt	104	93	98	102	77	110	131	103
Cc1nc2ccc(Br)cc2c(=O)[nH]1	99	86	93	98	109	90	87	95	98
Nc1ccc(/C=C2\C=Cc3ccccc32)cc1	86	104	81	81	94	58	102	108	75

Filtered by structure, the entries above containing an aryl methoxy group (16)
SMILES	HCT-15	HCC-2998	SN12C	HCT-116	SW-620	UO-31	HT29	TK-10	786-0
COc1ccc(/C(=C2\O[C@@H]([C@H]3COC(C)(C)O3)[C@H]3OC(C)(C)O[C@@H]23)c2cc(OC)c(OC)c(OC)c2)cc1O	27	102	58	54	15	49	107	109	101
COc1cccc(OC)c1C(=O)N[C@@H]1C(=O)N2[C@@H]1SC(C)(C)[C@@H]2C(=O)O	108	105	98	98	107	85	99	106	96
COc1cc([C@@H]2c3cc4c(cc3[C@H](O)[C@@H](CO)[C@@H]2C(=O)O)OCO4)cc(OC)c1OC	115	101	102	94	98	77	94	101	99
COc1ccc2cc(C(C)C(=O)Nc3ccc(C(=O)Nc4ccc(S(=O)(=O)Nc5ncccn5)cc4)cc3)ccc2c1 (stereo not given)	81	107	99	100	104	93	107	107	105
COc1cc(OC)c2cc(C(=O)c3ccc(C#N)cc3)c(=O)oc2c1	105	107	82	92	106	85	104	98	84
COc1ccc2nc(Cl)c(/C=C3/SC(=O)NC3=O)cc2c1	90	100	83	95	81	72	98	104	102
COc1cc(-c2noc(CNC(=O)OCc3ccccc3)n2)cc(OC)c1OC	110	105	99	107	100	69	106	110	99
COc1ccc(OC)c(/C=N/NC(=O)c2ccc3cccc(O)c3n2)c1	95	113	94	102	106	82	105	131	105
COc1ccc2c(c1OC)C(=O)N1c3ccccc3N=C(c3ccc(C)cc3)CC21 (stereo not given)	87	101	98	102	99	89	104	117	109
COc1nc(NCC(C)C)nc(NCC(C)C)n1	107	113	103	101	104	96	107	127	105
COc1ccc(C2C=C(c3ccc(Cl)c(Cl)c3)N=C3SC=C(C)N32)cc1 (stereo not given)	96	109	107	108	102	84	120	120	111
COc1ccc2cc(C(=O)c3coc4ccc(O)cc34)ccc2c1	103	103	99	94	116	68	96	103	94
CCCNc1nc2ccccc2c2c(=O)c3cc(OC)ccc3sc12	87	124	94	91	94	84	97	103	99
COc1ccc(C(=O)c2cc3c(N)c(C(=O)Nc4cccc5ccccc45)sc3nc2C)cc1	19	21	23	6.6*	22	36	-68*	60	32
COc1ccc(C(=O)CSc2nc(Nc3ccc(S(N)(=O)=O)cc3)cc(-c3ccccc3)n2)cc1	91	109	101	101	86	87	104	120	101
CCCCCCCCCCCOc1ccc(/C=C/C(=O)c2ccc(OC)cc2)cc1	105	113	106	99	101	67	113	115	100
